# hgDAF12 agonist – agonists of H. glycines DAF-12 nuclear receptor; HEK293 GAL4-hgDAF12 UAS-luciferase reporter, agonist luminescence; normalized to butyrate control; activation, % at 6.8 µM; 370,000 tested, 1.8% active; AID 687014;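 active = activation above a cutoff set at the mean of all screened compounds plus 3 SD, cut at about 10% in these data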;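 also: 0% = DMSO wells and 100% = sodium butyrate wells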
# DAX1 inh-1 – inhibits human nuclear receptor DAX1; 340,000 tested, 0.99% active; inhibition, % at 6.75 µM; P51843; AID 504766; HEK293 Gal4-DAX1 luciferase reporter, luminescence;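 active = inhibition above the mean over all tested compounds plus 3 SD, cut at about 4.2% in these data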;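 also: 0% = DAX1-transfected cells with DMSO and 100% = empty-vector control cells with DMSO; inhibition shows as a rise in luminescence from relieved DAX1 repression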
# Target sequence (P51843 207-470 limits assumed): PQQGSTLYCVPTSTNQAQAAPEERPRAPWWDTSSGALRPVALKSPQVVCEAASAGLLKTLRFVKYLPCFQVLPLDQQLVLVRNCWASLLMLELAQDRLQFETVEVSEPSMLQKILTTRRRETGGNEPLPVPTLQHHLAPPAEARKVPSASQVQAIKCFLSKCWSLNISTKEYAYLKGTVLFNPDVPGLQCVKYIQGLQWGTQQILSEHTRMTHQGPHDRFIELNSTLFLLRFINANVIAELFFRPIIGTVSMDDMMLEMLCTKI
# hcDAF12 agonist – activates DAF-12 receptor from parasite H. contortus | HEK293 hcDAF-12 lit1-tk-luc reporter, luminescence; 0% DMSO, 100% Δ7-dafachronic acid | activation, % at 6.8 µM | 370,000 tested, 1.4% active;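 active = activation above the mean of all tested compounds plus 3 SD, cut at about 5.5% in these data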;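 also: 100% = response to 3 µM Δ7-dafachronic acid high control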
# Rev-erbA mod – modulators of human Rev-erb alpha DNA binding; P20393; Rev-erbα–FITC-DNA binding, fluorescence polarization, 90 min; activity, % at 10 µM; 370,000 tested, 0.79% active;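 active = activity above about 14%, limit read from the data; passing the limit was not always enough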;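 also: 0% = DMSO wells with 35 nM protein and 100% = DMSO wells with 750 nM protein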
# PLCg1 inh – PLC-gamma1 (human) inhibition, primary screen. P19174. purified PLC-gamma1, fluorogenic substrate, fluorescence. inhibition, % at 12.2 µM. 370,000 tested, 0.84% active; in the data active = inhibition above about 9.5%
# ADAM17 inh – ADAM17 inhibition, QFRET primary screen. P78536. recombinant ADAM17, EDANS/DABCYL FRET peptide cleavage. inhibition, % at 6.95 µM. 370,000 tested, 0.83% active;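 active = inhibition above the mean of compounds lying between control limits plus 3 SD, set per campaign, cut at about 8.5% in these data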;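 also: 0% = DMSO-only wells as the low control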
# PLCb3 inh – blocks human PLC-beta3 enzyme activity. Q01970. Purified PLC-beta3, fluorogenic substrate, fluorescence. inhibition, % at 12.2 µM. 370,000 tested, 0.18% active; in the data active = inhibition above about 11%;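 also: 0% = median of compound wells on plate and 100% = full blocker control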
# MBD2 DNA inh – blocks human MBD2 binding to methylated DNA. Q9UBB5. TR-FRET, MBD2 binding to methylated oligonucleotide. inhibition, % at 4.4 µM. 370,000 tested, 0.31% active; in the data active = inhibition above about 13%
# Target sequence (Q9UBB5 whole entry, looked up): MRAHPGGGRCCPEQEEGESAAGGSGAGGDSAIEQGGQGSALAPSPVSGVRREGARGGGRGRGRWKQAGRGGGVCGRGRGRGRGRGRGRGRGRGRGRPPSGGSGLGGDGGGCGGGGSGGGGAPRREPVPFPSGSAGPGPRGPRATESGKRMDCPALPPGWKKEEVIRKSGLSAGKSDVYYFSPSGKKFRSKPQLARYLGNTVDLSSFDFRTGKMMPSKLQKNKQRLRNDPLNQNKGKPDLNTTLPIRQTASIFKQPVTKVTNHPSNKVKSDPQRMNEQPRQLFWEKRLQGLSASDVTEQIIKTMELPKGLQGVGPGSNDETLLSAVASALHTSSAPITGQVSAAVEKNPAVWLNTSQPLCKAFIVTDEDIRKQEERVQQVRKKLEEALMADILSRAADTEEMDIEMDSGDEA
# DAX1 inh-2 – inhibitors of DAX1 repression of SF-1 activated StAR promoter; 370,000 tested, 1.1% active; HEK293T StAR-luciferase reporter, SF-1/DAX-1 repression relief; AID 652010; inhibition, % at 6.8 µM;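 active = inhibition above the mean over all tested compounds plus 3 SD, cut at about 3.6% in these data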;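 also: 0% = DAX-1 cells with DMSO and 100% = cells lacking DAX-1 with DMSO; higher inhibition means more luminescence from relief of DAX-1 repression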
# SMARCA2 act – activators of SMARCA2 function; MG213 cells, MMTV-luciferase reporter, dexamethasone, overnight; activation, % at 9.1 µM; 370,000 tested, 1% active; in the data active = activation above about 7.8%;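 also: 0% = vehicle wells and 100% = reference activator wells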
# ssDAF12 agonist – activates DAF-12 receptor from parasite S. stercoralis; HEK293 ssDAF-12/GRIP1 lit1-tk-luc reporter, luminescence; % of 3 µM dafachronic acid response; activation, % at 6.8 µM; 370,000 tested, 1% active;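 active = activation above the mean over all tested compounds plus 3 SD, cut at about 0.9% in these data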;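 also: 0% = DMSO-only wells and 100% = 3 µM delta7-dafachronic acid wells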
# * = called active by the depositor; . = not tested or not shown.
cpd	Molecule	hgDAF12 agonist	DAX1 inh-1	hcDAF12 agonist	Rev-erbA mod	PLCg1 inh	ADAM17 inh	PLCb3 inh	MBD2 DNA inh	DAX1 inh-2	SMARCA2 act	ssDAF12 agonist
1	Cc1cc(C)c2c(CC(=O)NC3CCS(=O)(=O)C3)coc2c1 (stereo not drawn)	1.4	0.0	0.4	3	1	4	-1	-8	0.3	1	-0.8
2	Fc1ccc(NC(=S)N/N=C/c2cccc(Br)c2)c(F)c1	2.8	0.0	-0.4	-1	-2	-3	-5	0	-0.1	1	-1.7
3	CC(C)N(C(=O)Cn1c(SCC(=O)Nc2nccs2)nc2ccccc21)C(C)C	-1.1	1.0	-0.5	-2	0	1	2	1	-0.2	-2	-0.2
4	Cc1ccc(CC2S/C(=N/N=C/c3ccco3)NC2=O)cc1 (stereo not drawn)	0.5	0.9	0.8	-1	-2	-7	-4	5	1.0	-1	-0.9
5	Cc1cc(Br)c(NC(=O)COC(=O)C2CC2C)c(Br)c1 (stereo not drawn)	-1.0	0.8	-0.4	4	0	-1	-6	-5	-0.7	-3	-1.4
6	CN1CCN(c2nc(-c3ccccc3Cl)nc3ccccc23)CC1	3.8	-0.2	-0.2	5	1	-1	5	-5	0.3	-2	-0.9
7	O=C(NNc1c2ccccc2nc2ccccc12)c1ccc(Cl)cc1	0.1	-0.5	0.1	0	-10	-33	-21	4	0.3	-5	-1.2
8	O=C(NC1CCCCC1)C(c1ccc(-c2ccccc2)cc1)n1c(=O)c(-c2ccco2)nc2ccccc21 (stereo not drawn)	4.4	.	0.9	4	-13	5	-26	0	4.8*	2	0.3
9	CN(CC(=O)OCC(=O)NC1CCCC1)S(=O)(=O)c1ccc(Cl)cc1	0.6	-0.2	-0.3	-3	-1	-5	-6	-2	0.4	-2	-1.3
10	O=C(NCCCN1CCOCC1)c1cn(-c2ccccc2)nc1-c1ccc(Br)cc1	-1.3	-0.6	-0.9	1	3	-1	-3	-3	-1.2	-3	-1.5
11	O=C(NCc1ccccc1)C(c1cc2ccccc2o1)n1c(=O)c(-c2ccco2)nc2ccccc21 (stereo not drawn)	11*	.	9.6*	8	-62	-19	-86	0	3.9*	2	2.5*
12	CCOC(=O)C1CCCN(Cc2ccc3c(c2)OCO3)C1 (stereo not drawn)	2.3	1.7	-1.1	-4	-2	0	3	6	0.4	3	-0.9
13	CCSc1nnc(NC(=O)CSc2nnc(Cc3cccn3C)n2-c2ccc(C)cc2)s1	-1.4	-0.2	-1.9	4	-9	1	-6	-5	-0.3	1	-2.1
14	Cc1cccc2cc(CN(Cc3ccc(F)cc3)C(=O)N3CCOCC3)c3nnnn3c12	-2.3	0.4	-0.9	8	7	3	8	-3	-0.7	-3	-1.1
15	O=C(NCc1ccco1)c1ccc(Cn2c(=O)c3ccccc3n(Cc3cccc(F)c3)c2=O)cc1	0.1	0.1	-0.1	53*	0	1	5	-2	0.0	0	-1.2
16	Cn1nc(C(F)(F)F)cc1C(=O)Nc1ccc(Cl)cc1	-0.2	0.1	0.2	1	9	8	-3	5	1.1	-5	-1.5
17	C=CCn1c(O)c(C(CC)=NCCN2CCOCC2)c(=O)[nH]c1=O	-0.2	1.6	-1.2	3	-9	0	2	0	-0.7	1	-1.4
18	C#CCOCCOCCOCCNc1nc(N2CCOCC2)nc(N2CCN(C(=O)[C@H](CCCCN)n3cc([C@@H](N)CO)nn3)CC2)n1	2.3	1.2	1.6	-5	0	0	-1	7	-0.3	0	-0.4
19	Cc1ccccc1-c1nnc(SCC(=O)N(CC(C)C)c2c(N)n(CC(C)C)c(=O)[nH]c2=O)n1C	1.4	1.9	-0.8	-4	3	-10	-7	1	-0.2	-5	-1.5
20	CC(=O)Nc1ccc(-c2ccc3nnc(C)n3n2)cc1	-2.9	5.1*	1.0	-1	-110	-9	-165	3	-0.3	-3	-1.7

# An excerpt from above in order of length of the SMILES, falling.
cpd	Molecule	hgDAF12 agonist	DAX1 inh-1	hcDAF12 agonist	Rev-erbA mod	PLCg1 inh	ADAM17 inh	PLCb3 inh	MBD2 DNA inh	DAX1 inh-2	SMARCA2 act	ssDAF12 agonist
1	Cc1cc(C)c2c(CC(=O)NC3CCS(=O)(=O)C3)coc2c1 (stereo not drawn)	1.4	0.0	0.4	3	1	4	-1	-8	0.3	1	-0.8
2	Fc1ccc(NC(=S)N/N=C/c2cccc(Br)c2)c(F)c1	2.8	0.0	-0.4	-1	-2	-3	-5	0	-0.1	1	-1.7
12	CCOC(=O)C1CCCN(Cc2ccc3c(c2)OCO3)C1 (stereo not drawn)	2.3	1.7	-1.1	-4	-2	0	3	6	0.4	3	-0.9

# More records follow:
cpd	Molecule	hgDAF12 agonist	DAX1 inh-1	hcDAF12 agonist	Rev-erbA mod	PLCg1 inh	ADAM17 inh	PLCb3 inh	MBD2 DNA inh	DAX1 inh-2	SMARCA2 act	ssDAF12 agonist
21	O=C1C2C3C=CC(C3)C2C(=O)N1c1ccc(-c2nc3ccccc3c(=O)o2)cc1 (stereo not drawn)	-0.3	-1.0	-0.3	4	0	-2	-2	5	0.8	0	-2.1
22	O=C(CN1CCOCC1)Nc1ccc(S(=O)(=O)N2CCCCCC2)cc1	-1.3	0.9	-0.5	-2	-4	-2	1	-2	-0.3	-1	-0.7
23	CC(C)[C@H](NC(=O)NCc1ccco1)C(=O)O	-0.8	1.4	-1.4	-5	3	-2	3	-4	-0.1	0	-1.4
24	COC(=O)C1=C(C)N(Cc2ccccc2)C(=S)NC1c1ccc(-c2ccccc2)cc1 (stereo not drawn)	-1.4	.	-0.4	7	5	4	0	-5	-0.7	-2	-1.9
25	Cc1ccc(C(=O)Cn2nc(C(=O)O)c3ccccc3c2=O)cc1C	0.2	2.8	0.3	-2	0	-5	-7	1	-0.1	-3	-1.2
26	Cn1cc(Cl)c(C(=O)N(Cc2ccccc2)c2ccccn2)n1	1.5	1.2	0.0	6	2	-1	6	-1	1.0	7	-1.4
27	Cc1cccnc1NC(=O)Cn1c(=O)oc2ccccc21	-1.2	0.1	6.8*	2	1	-6	-9	3	-0.5	-3	-0.6
28	O=C(NN(C(=O)c1ccccc1)c1ccccc1)c1ccccc1	-3.2	0.1	-1.8	-8	9	1	-2	-7	-0.4	-3	-1.3
29	CCOC(=O)c1c(NC(=S)Nc2ccc(OCC)cc2)sc2c1CCN(C)C2	1.2	2.4	1.3	2	-7	-5	-18	0	-0.3	0	-0.5
30	Cc1ccc(-n2c(SCC(=O)NCCC3=CCCCC3)nc3n[nH]c(C)c3c2=N)cc1Cl	-2.3	0.0	-5.1	34*	-9	-3	-20	-2	-0.9	-3	-1.7
31	COC(=O)c1cc(S(=O)(=O)Nc2cc(S(=O)(=O)N(C)C)ccc2C)oc1C	0.1	0.4	-1.0	5	1	-4	-17	-6	-0.3	1	-1.1
32	Cc1cccc(C)c1NC(=O)CN1C(=O)C2CC=CCC2C1=O (stereo not drawn)	-0.5	0.0	0.6	-2	0	-1	-6	3	-0.5	3	-1.9
33	CC1(C)Cc2c(sc3ncnc(NNC(=S)NCc4ccccc4)c23)CO1	-4.8	-2.1	-1.0	-10	0	3	-2	-2	-0.2	-1	-0.9
34	O=C(NC1CCCCC1)N1CCC(c2nc3ccccc3[nH]2)CC1	0.7	0.0	-2.7	-4	-1	-2	-2	-3	-0.1	-2	-1.4
35	COc1cc(CCC(=O)OCC(=O)Nc2ccccc2C#N)cc(OC)c1OC	5.4	-0.5	0.2	-2	1	-1	2	-3	-0.2	1	-1.7
36	O=C(O)CCCC(=O)NNc1ncnc2ccccc12	3.0	0.1	2.8	5	-6	-8	-11	-4	0.3	1	-0.8
37	C=CCNC(=S)NNC(=O)c1cccc2ccccc12	-0.4	1.1	-2.1	0	-6	-4	-8	1	0.1	0	-1.3
38	Cc1nc(SCc2cccc(C(=O)O)c2)nc2c1CCCC2	-9.1	-1.1	-5.2	-2	-4	-4	-1	-2	-0.6	-8	-2.4
39	Cc1cc(N/N=C/c2ccncc2)nc2ccccc12	3.7	3.2	2.9	4	-4	-2	-8	-5	3.9*	-1	-0.9
40	O=C(CSc1nccn1Cc1ccco1)Nc1ccccc1F	3.7	0.4	0.5	-3	0	-5	-6	-2	1.4	1	-0.3
41	C=CCn1c(C)cc(C(=O)COc2ccc(C)nc2[N+](=O)[O-])c1C	-13	-2.8	-7.1	-2	-6	2	-13	2	-3.2	-8	-2.9
42	CC(=O)NC(c1ccccc1)c1nc(-c2ccccc2C)cs1 (stereo not drawn)	6.6	.	4.0	2	-1	-2	1	-4	1.6	2	-0.4
43	CC[C@@]1(C(=O)OC)N[C@H](CN(C)C(=O)NC(C)C)[C@@H]2C(=O)N(C)C(=O)[C@@H]21	-1.2	-0.2	-0.1	2	-3	-2	-1	-1	0.1	-1	-0.4
44	Cc1ccc(Cn2c(N3CCNCC3)nc3c2c(=O)[nH]c(=O)n3C)cc1	-1.5	0.2	-0.4	1	1	0	0	-2	-1.0	-3	-1.3
45	Cc1ccc(S(=O)(=O)/N=C2/NC(=O)/C(=C/c3ccc(Br)o3)S2)cc1	1.6	-0.7	2.8	-3	-11	5	-29	25*	1.5	-3	-0.5
46	Cc1ccc(C(=O)Nc2c(C#N)c(C)c(C)n2Cc2ccccc2)cc1	0.6	-0.6	-1.7	-4	4	3	2	4	-0.3	0	-1.4
47	CC(=O)c1ccc(NC(=O)CN(c2c(C)cccc2C)S(C)(=O)=O)cc1	7.0	2.8	3.7	4	0	1	-3	-3	1.2	5	-0.2
48	CC1CCN(C2=NC(=O)/C(=C/c3cn[nH]c3-c3ccccc3)S2)CC1	2.2	-0.6	-0.2	-2	6	-2	0	-2	-0.1	-1	-1.8
49	Cc1ccc(NC(=O)c2ccc(OCC3CCCO3)cc2)cc1Cl (stereo not drawn)	4.2	-0.6	1.7	-4	3	-4	0	2	-0.8	-4	-0.6
50	CCN(C(=O)Cn1c([N+](=O)[O-])cnc1C)c1ccccc1	-2.0	0.2	1.2	6	4	0	-1	-2	0.7	-2	1.5*
51	CCOCCOc1cccc(C(=O)NC(c2ccccc2)C(C)C)c1 (stereo not drawn)	1.6	1.1	-2.3	-3	-2	-1	-4	3	-0.2	1	-2.1
52	COc1ccc(-n2ccc3ccccc32)cc1	4.3	-0.1	0.4	3	2	1	-1	-1	0.2	-2	-1.8
53	CC1CCCC(CC(=O)O)(CC(=O)O)C1 (stereo not drawn)	1.7	1.0	-0.3	-5	0	-6	-4	0	-0.2	-3	-1.5
54	O=C(c1ccccc1)c1ccc(O)c(O)c1O	0.3	3.4	-1.5	-22	4	4	0	11	0.3	4	-0.9
55	Cc1cccc(C)c1N1C(=O)c2ccccc2C1=O	0.6	-0.2	-1.2	-2	-4	-4	4	1	-1.4	-1	-0.7

# Full records from above. Screens in order: hgDAF12 agonist	DAX1 inh-1	hcDAF12 agonist	Rev-erbA mod	PLCg1 inh	ADAM17 inh	PLCb3 inh	MBD2 DNA inh	DAX1 inh-2	SMARCA2 act	ssDAF12 agonist
# Cc1ccc(-n2c(SCC(=O)NCCC3=CCCCC3)nc3n[nH]c(C)c3c2=N)cc1Cl reads -2.3	0.0	-5.1	34*	-9	-3	-20	-2	-0.9	-3	-1.7
# Cc1ccc(C(=O)Cn2nc(C(=O)O)c3ccccc3c2=O)cc1C reads 0.2	2.8	0.3	-2	0	-5	-7	1	-0.1	-3	-1.2
# O=C1C2C3C=CC(C3)C2C(=O)N1c1ccc(-c2nc3ccccc3c(=O)o2)cc1 (stereo not drawn) reads -0.3	-1.0	-0.3	4	0	-2	-2	5	0.8	0	-2.1

# From PubChem
